Growth percent in the NCI-60 one-dose screen (48 h, 10 µM unless noted): 100 = growth as untreated, 0 = no growth, -100 = all killed.
HL-60(TB) – HL-60(TB) leukemia cells | hit rate 9% among 78,000; active = growth percent below 10
Active calls of the source: *; & = joins results of further samples; [ ] = dose if it differs, or a comment.

SMILES	HL-60(TB)
O=C1[C@@H]2Cc3c([nH]c4ccccc34)[C@@H](c3ccc(Br)cc3)N2C(=O)CN1C1CCN(Cc2c(Cl)cccc2Cl)CC1	70.7
COc1ccc2c(c1)c(/C=C(\C#N)C(=O)N1c3ccccc3Sc3ccc(SC)cc31)cn2C	121.0
Cc1cc(N2CCN(CC(=O)Nc3ccc4c(ccn4Cc4ccccc4)c3)CC2)nc(N2CCOCC2)n1	87.3
O=C1CC2(CCCCC2)CC(=O)N1CCc1ccccc1	90.0
CN1C(=O)N(C)C2(c3ccccc3)OC(=S)NC12c1ccccc1 (configuration not stated)	95.6
O=C(/C=C/c1cccc(Br)c1)c1nc2ccccc2n1Cc1ccc(Br)cc1	-19.3*
NS(=O)(=O)c1ccc(Nc2nc(N/N=C/c3c[nH]c4ccccc34)nc(Nc3ccccc3)n2)cc1	34.4
COc1ccc(NC(=O)CNc2ccc(-c3nc4ccccc4s3)cc2)cc1	100.8
Cc1cccc(I)c1	85.5
Cc1ccc(/C(N)=N/C(N)=N/c2nc3ccccc3s2)cc1	81.6
N/C(=N\O)c1cn(C2OC(CO)C(O)C2O)c2ncnc(N)c12 (configuration not stated)	-43.5*
O=C(/C=C/c1cccc(F)c1)c1cccc(OCCCCOc2cccc(C(=O)/C=C/c3cccc(F)c3)c2)c1	101.3
Nc1c(C(=O)Nc2ccccc2)sc2nc3c(cc12)C(O)CCC3 (configuration not stated)	-8.3*
COc1ccc(-c2nc3ccccc3s2)cc1	99.1&102.1
O=C1OCCCC1O (configuration not stated)	101.7
CCN(CC)CCCCCCCCNc1c2ccc(Cl)cc2nc2ccc(OC)cc12	-53.2*
O=C1Nc2ccc(F)cc2/C1=C\c1nc(-c2ccccc2F)n2ccccc12	120.0
COc1ccc(-c2cc(C(=O)N3N=C(c4ccc(N)cc4)CC3c3cc(-c4ccccc4)nn3-c3ccccc3)c3ccccc3n2)cc1 (configuration not stated)	113.2
COCC(COC)c1nc2sc3cc(Cl)c(Cl)cc3n2c(=N)c1C#N	97.6
CCCCCCC1N=C(N)N=C(N)N1c1ccc(Cl)cc1 (configuration not stated)	49.7
CC(=O)Nc1nc2c(s1)CCc1c-2cn(S(=O)(=O)c2ccccc2)c1-c1ccccc1	71.0
CCOC(=O)n1cc(-c2nonc2-c2cn(C(=O)OCC)c3ccccc23)c2ccccc21	103.8
CCOC(=O)CSSCC(=O)OCC	108.3
O=C(O)C1CC(=O)N(Cc2ccccc2)C1 (configuration not stated)	101.4
CCC1(CC)CC1C#N (configuration not stated)	93.2
Cc1cc[n+](C(C)(C)C)o1	92.1
CC(C)c1ccc(C2CCCCC2O)cc1 (configuration not stated)	102.3
CCOC(=O)C(=CNC(=S)Nc1c(CC)cccc1C(C)(C)C)C(=O)OCC	92.2
CN(C)c1ccc(C2C(C#N)=C(N)Oc3cc4ccccc4cc32)cc1 (configuration not stated)	103.6
Cc1nc2sccn2c1-c1nc2sccn2c1C=O	105.4
CC1=C(I)[C@@]2(CCCO)c3cc4c(cc3CC[C@@]2(C)[C@@H]1C)[nH]c1ccccc14	94.1
O=C(O)c1ccc(-c2nn(-c3ccc(C(=O)O)cc3)cc2/C=N/Nc2nc(-c3ccncc3)cs2)cc1	99.7
CN(C)c1ccc(/C=C2\CCC/C(=C\c3ccc(N(C)C)cc3)C2=O)cc1	101.1
COc1cccc(N(C(C)=O)c2nc(OC(C)=O)c(C)s2)c1	108.3
CC(=O)N[C@H](C(=O)N[C@H](Cc1ccccc1)C(=O)N[C@H](CS)C(=O)N[C@H](CCCN=C(N)N)C(=O)N[C@H](CCCN=C(N)N)C(=O)N[C@H](CCCN=C(N)N)C(=O)N[C@H](CCCN=C(N)N)C(N)=O)[C@@H](C)O	110.5
O=C(Nc1ccc2ncnc(Nc3ccc(Oc4cccc(F)c4)c(Cl)c3)c2c1)c1ccc(CNCCO)cc1	22.3
CCCCc1ccc(/C=C2\Oc3cc(OS(N)(=O)=O)ccc3C2=O)cc1	93.8
CS(=O)(=O)c1ccc(-n2nc(-c3ccc(Oc4ccccc4)cc3)ccc2=O)cc1	85.8
CCOC(=O)c1c(NC(=O)c2cccc(C(F)(F)F)c2)sc2c1CCC(=O)/C2=C\N(C)C	48.4
COc1ccc(NC(=O)c2c(C)[nH]c(-c3nc4ccccc4[nH]3)c2C)cc1	115.8
O=S(=O)(Nc1cccc2cn[nH]c12)c1ccc(Cl)cc1Cl	57.1
COc1ccc(Nc2ncccc2NC(=O)/C=C/c2ccc(Cl)cc2)cc1	112.7
CN(CC(=O)C(C(N)=O)c1ccccc1)c1ccccc1 (configuration not stated)	90.0
COc1cc(OC)c2sc(-c3ccc(-n4cncc4-c4ccc(OC)c(N)c4)cc3)nc2c1	58.4
COc1ccc(-c2nn(-c3ccccc3)cc2-c2c3c(nn2-c2ccc(Br)cc2)CC(C)(C)CC3=O)cc1	83.8
CSc1ccc2c(c1)N(C(=O)/C(C#N)=C/c1ccc(C)cc1)c1ccccc1S2	83.0
O=C1Nc2c(ccc(Cl)c2Cl)/C1=C/c1ccc([N+](=O)[O-])cc1	74.1
N#CC1=C(N)Oc2cc3c(cc2C1c1cccs1)OCO3 (configuration not stated)	-28.6*
COc1cc2c(c(OC)c1OC)-c1ccc(N)c(=O)cc1[C@@H](NC(C)=O)CC2	3.7*
CCc1cccc2c3c([nH]c12)C(CC)(CC(=O)O)OCC3 (configuration not stated)	97.7&99.5
CC(=O)CC(=O)NCC#N	100.2
CCO/C=N/C1=C(C#N)C(c2ccc(OC)cc2)c2c(c3ccccc3n(C)c2=O)O1 (configuration not stated)	102.0
CSC(=S)Nc1ccccc1C	98.0
CCCc1cc2cc(-n3nc(C)c4c3CC(C)(C)CC4=O)cc(NC3CCC(O)CC3)c2c(=O)[nH]1 (configuration not stated)	2.3*
COc1ccc(NC(=O)c2ccc(Nc3ncnc4sc5c(c34)CCCC5)cc2)cc1	101.2
COC(=O)c1ccc(I)cc1	91.5
CC(C)CCC[C@@H](C)[C@H]1CC[C@H]2[C@@H]3CC[C@H]4C[C@]5(CC[C@]4(C)[C@H]3CC[C@]12C)Nc1ccccc1NC5=NC(C)(C)C	99.1
CN1C(=O)[C@H]2c3c(cccc31)[C@H]1[C@@H](OC(N)=O)[C@H](CCC1(C)C)C2(C)C	95.4
Cn1c(=O)c2ncnnc2n(C)c1=O	173.3
Nc1nn(C(=O)c2ccccc2O)cc1-c1ccc(Cl)cc1	90.5

5 of the compounds above, comma-delimited.
SMILES,HL-60(TB)
COc1cc2c(c(OC)c1OC)-c1ccc(N)c(=O)cc1[C@@H](NC(C)=O)CC2,3.7*
CC(=O)CC(=O)NCC#N,100.2
Nc1nn(C(=O)c2ccccc2O)cc1-c1ccc(Cl)cc1,90.5
CSC(=S)Nc1ccccc1C,98.0
CCc1cccc2c3c([nH]c12)C(CC)(CC(=O)O)OCC3 (configuration not stated),97.7&99.5

(further entries)
SMILES	HL-60(TB)
CC1(C)Oc2cc3oc(=O)ccc3cc2C[C@@H]1OCCN1CCN(c2cccc(F)c2)CC1	93.1
CCCS(=O)(=O)Nc1ccc(C(=O)/C=C2/C(=O)Nc3ccc(F)cc32)cc1	94.1
COc1cc(-c2n/c(=C\c3c(O)[nH]c4ccc(Cl)cc34)cc3c2=Nc2ccccc2-3)ccc1F	96.6
C[C@]12CC[C@@H]3c4ccc5nc6ccccc6cc5c4CC[C@H]3[C@@H]1CCC2=O	59.3
N#Cc1cnc(N)nc1N	107.2
Cn1cc(CC2CC(=O)N(c3ccccc3)C2=O)sc1=NC(=O)c1ccccc1 (configuration not stated)	114.4
O=C(Oc1c(Cl)c(Cl)c(Cl)c(Cl)c1Cl)Oc1c(Cl)c(Cl)c(Cl)c(Cl)c1Cl	92.6
COC(=O)c1ccccc1C=O	120.1
Cc1ccc2c(c1)O/C(=C\c1cccc(OCC(=O)c3ccccc3)c1)C2=O	12.1
C/C(=N\NC(=O)c1ccncc1)c1cc(Cl)ccc1Cl	92.9
COc1ccc(CNNC(=O)c2ncc[nH]2)c(OC)c1OC	93.0
O=C(O)c1cn(C2CC2)c2cc(N3CCN(C(=O)N4CCCCC4)CC3)c(F)cc2c1=O	99.3

Five entries from above, bar-delimited.
compound | HL-60(TB)
COC(=O)c1ccccc1C=O | 120.1
O=C(O)c1cn(C2CC2)c2cc(N3CCN(C(=O)N4CCCCC4)CC3)c(F)cc2c1=O | 99.3
CC1(C)Oc2cc3oc(=O)ccc3cc2C[C@@H]1OCCN1CCN(c2cccc(F)c2)CC1 | 93.1
COc1ccc(CNNC(=O)c2ncc[nH]2)c(OC)c1OC | 93.0
COc1cc(-c2n/c(=C\c3c(O)[nH]c4ccc(Cl)cc34)cc3c2=Nc2ccccc2-3)ccc1F | 96.6

The list goes on:
SMILES	HL-60(TB)
O=S(=O)(c1ccc(F)cc1)c1ccc(F)cc1	94.3
CCOC(=O)c1sc2ncc(-c3ccc(OC)cc3)n2c1C	86.5
N=C(N)SCc1c2ccccc2c(CSC(=N)N)c2ccccc12	20.8
Cc1ccc(-n2nc(C(=O)O)c(N3CCCC3)n2)cc1	99.3
CC1=NC(=S)NC(c2ccccc2)/C1=C1/CC(c2ccc(N(C)C)cc2)N(c2ccccc2)N1 (configuration not stated)	105.2
CN(C)c1ccc2c(=O)c3ccccc3oc2n1	102.8
O=C(NCc1ccncc1)C1(c2ccccc2)CCCCC1	66.2
CN1CCN(C(=O)COc2ccc3c(c2)CCCC(=O)N3)CC1	94.1
CC(/C=N\NC(=O)C(=O)N/N=C/C(C)=C/c1ccccc1)=C\c1ccccc1	90.6
Cc1ccc(S(=O)(=O)NCC[C@@H]2C[C@H]2c2cc3ccccc3s2)cc1	112.4
NNC1C(=O)NC(c2cccc([N+](=O)[O-])c2)c2sc3c(F)cccc3c21 (configuration not stated)	112.4
Cc1ccc(CCCO)cc1	98.7
S=c1cc(S)c2cc(Br)ccc2[nH]1	100.6
Cc1ccc2oc(=O)cc(CSC(=S)N3CCN(C)CC3)c2c1	105.4
CC(C)(C)c1cc2n(n1)-c1ccccc1CC(=O)N2Cc1ccc(Cl)cc1	84.1
CN1CCN(c2ccnc(NCCCNc3nc(N4CCOCC4)nc(N4CCOCC4)n3)n2)CC1	87.9
C=Cc1c(Cl)cccc1Cl	95.1
O=C(O)C(=Cc1ccc(Br)cc1)C(=O)O	97.0
Cc1ccc(C(=O)Nc2cc(-c3ccccc3)cc(C(F)(F)F)c2)cc1C#Cc1cnc2cccnn12	38.1
Nc1nc(Nc2cccnc2)nn1Cc1cccc(Br)c1	94.1
N#C/C(=C\c1ccc(-c2cc(Cl)ccc2Cl)o1)c1ccc(Cl)cc1	101.0
c1ccc(Nc2ncc(Cc3cccc4ccccc34)s2)cc1	97.7
CC12O[C@H](C[C@@H](OC(=O)c3ccccc3)[C@H]1O)n1c3ccccc3c3c4c(c5c6ccccc6n2c5c31)C(=O)NC4=O	96.9
O=C(CN1C(=O)S/C(=C\c2ccccc2)C1=O)Nc1ccc(C(=O)/C=C/c2cc3ccccc3nc2Cl)cc1	80.2
Clc1ccc(/C=N/c2ccccn2)cc1	94.2
CCCS(=O)(=O)Oc1ccc(-c2cn3ccoc3n2)cc1	103.1
COc1cc(/C=C2\SC(=S)N(CCCN3CCOCC3)C2=O)ccc1O	104.4
COc1ccc(C2=Nc3c(N)nc(N)nc3NC(c3ccc4c(c3)OCO4)C2)cc1 (configuration not stated)	83.4
COc1ccc(-c2c(N)n[nH]c2-c2cc3c(c(OC)c2OC)OCO3)cc1	63.1
COc1ccc(/C=N/Nc2ccnc3cc(Cl)ccc23)cc1Cl	-37.5*
O=[N+]([O-])c1cccc2c(Br)cccc12	130.1
O=C(C[n+]1ccnc2ccccc21)c1ccc(O)c(O)c1	-24.7*
C[C@H](CCC(=O)NCc1ccc(C(=O)NO)cc1)[C@H]1CC[C@H]2[C@@H]3[C@@H](O)C[C@@H]4C[C@H](O)CC[C@]4(C)[C@H]3CC[C@]12C	83.2
FC(F)(F)c1cc(-c2nnc3n2N=C(N2CCCC2)CS3)cc(C(F)(F)F)c1	113.4
NS(=O)(=O)c1ccc(CN=CC2=CNC3C=CC=CC23)cc1 (configuration not stated)	107.0
O=C(O)Cc1ccc(C2CCCCC2)cc1	111.9
CCS(=O)(=O)Nc1ccc(C(=O)CC2(O)C(=O)Nc3ccccc32)cc1 (configuration not stated)	102.3
Cn1c(=O)[nH]c(=O)c2nc(/C=C(\O)c3ccc(F)cc3F)c(=O)[nH]c21	100.1
Cc1cc(N2CCOCC2)nc(N[C@@H]2CCC[C@H](Nc3ccnc4cc(Cl)ccc34)C2)n1	-69.5*
CCOC(=O)C(Cc1ccccc1)N1C(=O)/C(=C/N2N=C(c3ccc(OC)cc3)CC2c2ccc3ccccc3c2)SC1=S (configuration not stated)	-18.4*
C=CCCCC(OC(=O)CCCCCCC)c1ccc(C(OC(=O)CCCCCCC)c2cccnc2)o1 (configuration not stated)	98.2
CN(C)C(=O)Oc1ccccc1	94.5
COc1cccc(Cn2cc3c(c2)-c2onc(CN4CCCC4)c2CC3)c1	102.7
Sc1ccc(Br)cc1	84.7
COc1ccc(Oc2nc(Nc3ccc(N4CCCCC4)nc3)ncc2NC(N)=O)cc1	85.5
Cc1cc(N(CCCl)CCCl)ccc1/C=C/c1ccncn1	75.7
C=C1C[C@@H]2OC(=O)[C@H](C)C2[C@H](O)/C=C(/C)CC[C@H]1O (some centres not stated)	96.6
COc1cccc(NC(=O)c2cccc(C3CCc4c(cc(OC)c(OC)c4OC)O3)c2)c1 (configuration not stated)	44.2
CCN(CC)C(C)(C)COC(=O)Nc1ccccc1Cl	107.9
CCN(c1ccccc1)c1nc(Cl)nc2c1cnn2-c1ccccc1	103.1
CC(=O)NCCCCCCN1CCCCC1	100.1
CCOC(=O)c1[nH]c2c(c1C)C(=O)CSC2	55.5[100 µM]
CC(=O)Nc1nc(-c2ccc(F)c(NS(=O)(=O)c3cccc4c(N(C)C)cccc34)c2)cs1	77.2
Oc1c(CNCCNCc2cc(Cl)cc(Cc3ccccc3)c2O)cc(Cl)cc1Cc1ccccc1	-0.3*
C=CCOc1ccn(C)c(=O)n1	95.7
O=C(CC(=O)c1ccccc1)CC(O)(/C=C/c1ccccc1)c1ccccc1 (configuration not stated)	104.7

Screening data as filed in PubChem.

Some of the compounds tested; rates above refer to the full screens.
